# Screening data from PubChem.
# SENP7 inh: inhibitors of human SENP7 protease. Q9BQF6. recombinant SENP7, Z-RLRGG-aminoluciferin luminescence, 40 min. inhibition, % at 5 µM. hit rate 1.5% among 330,000;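 active = inhibition above about 50% at the single test dose, limit read from the data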;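 also: plate controls were DMSO with enzyme for no effect and no enzyme buffer wells for full effect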
# Target sequence (Q9BQF6 706-1050 limits assumed): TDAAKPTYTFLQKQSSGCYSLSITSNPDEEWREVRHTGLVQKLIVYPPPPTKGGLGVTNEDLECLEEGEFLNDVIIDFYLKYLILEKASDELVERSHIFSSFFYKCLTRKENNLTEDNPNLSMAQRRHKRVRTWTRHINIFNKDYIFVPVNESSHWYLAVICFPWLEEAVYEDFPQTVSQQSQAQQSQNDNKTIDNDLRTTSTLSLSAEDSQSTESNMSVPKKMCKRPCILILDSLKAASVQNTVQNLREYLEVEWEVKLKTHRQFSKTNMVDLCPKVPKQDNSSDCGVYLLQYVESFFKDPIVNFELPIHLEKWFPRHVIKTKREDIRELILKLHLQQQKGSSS
# SENP8 inh: SENP8 protease inhibition; inhibition, % at 10 µM; purified SENP8, Z-RLRGG-aminoluciferin cleavage, luminescence; hit rate 1.2% among 330,000
# Target sequence (Q96LD8 whole entry, looked up): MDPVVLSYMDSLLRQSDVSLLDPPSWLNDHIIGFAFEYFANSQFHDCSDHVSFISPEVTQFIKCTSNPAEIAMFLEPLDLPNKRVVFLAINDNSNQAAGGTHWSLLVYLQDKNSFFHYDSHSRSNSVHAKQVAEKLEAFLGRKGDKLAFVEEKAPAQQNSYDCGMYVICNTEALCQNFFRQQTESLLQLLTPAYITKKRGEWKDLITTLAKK
# 697 NFkB inh: lowers PMA/ionomycin-induced NF-kB signal in 697 B cells; 697 B-cell NF-kB luciferase reporter, 16 h; inhibition, % at 4 µM; hit rate 0.33% among 330,000; AID 435022; in the data active = inhibition above about 35%
# Jurkat NFkB inh: inhibitors of the PMA/ionomycin-induced NF-kB reporter in Jurkat cells; inhibition, % at 4 µM; AID 435003; PMA/ionomycin-induced NF-kB luciferase reporter, luminescence; hit rate 0.53% among 330,000
# Apaf-1 inh: inhibitors of human Apaf-1 apoptosome; O14727; reconstituted apoptosome caspase-3 activity, DEVD-Rh110 fluorescence; inhibition, % at 20 µM; hit rate 0.71% among 330,000; AID 489030; active = inhibition of at least 40% at 20 µM;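 also: plate controls were DMSO wells for no effect and DEVD-CHO caspase inhibitor wells for full effect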
#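 Assay system: Apoptosome proteins | Medium: pH 7.5 Hepes buffer with CHAPS, BSA, DTT | Also added: Cytochrome c and DEVD-Rh110 substrate | Times: 30 min plus 50 min, RT | Detection: Rhodamine 110 fluorescence at Ex 480/Em 540 nm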
# HKDC1 inh: inhibitors of human hexokinase HKDC1; Q2TB90; recombinant HKDC1, G6PDH/diaphorase resazurin coupled fluorescence; inhibition, % at 20 µM; hit rate 0.16% among 340,000; AID 493160;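 active = inhibition above about 35% when tested at 20 µM, limit read from the data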;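 also: plate controls were DMSO wells with enzyme for no effect and DMSO wells lacking enzyme for full effect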
#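 Test system: recombinant HKDC1 (HK5) hexokinase enzyme, produced in-house; Amount: enzyme 5 µg/mL final; Buffer or medium: Tris pH 8.0 buffer with MgCl2, Tween-20, BSA, BME; Reagent: glucose and ATP substrates; Doses: 20 µM test compound, 1% DMSO; Incubation: 90 min reaction incubation at room temperature, dark; Detection: resorufin fluorescence at 613 nm.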
# UBC13 inh: inhibitors of human UBC13 polyubiquitin chain formation; TR-FRET; inhibition, % at 20 µM; hit rate 0.47% among 330,000; in the data active = inhibition above about 45%, passing the limit was not always enough
# Target sequence (P61088 whole entry, looked up): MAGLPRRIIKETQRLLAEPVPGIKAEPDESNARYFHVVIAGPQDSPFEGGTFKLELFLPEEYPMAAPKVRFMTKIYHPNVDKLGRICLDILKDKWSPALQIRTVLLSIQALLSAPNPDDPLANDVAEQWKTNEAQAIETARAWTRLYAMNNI
# Gli-Sufu antag: Gli-Sufu pathway antagonism | Sufu-KO-LIGHT fibroblasts, Gli luciferase reporter luminescence | AID 588413 | inhibition, % at 5 µM | hit rate 0.74% among 340,000;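 active = inhibition above about 55%, limit read from the data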;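 also: 0% = DMSO-treated cells and 100% = wells with medium but no cells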
# * hit, by the source's call; nt = no result given; & = joins results of further samples. Rule as the data show it, unless noted: active = inhibition above about 50%; inactive = the rest.
SMILES,SENP7 inh,SENP8 inh,697 NFkB inh,Jurkat NFkB inh,Apaf-1 inh,HKDC1 inh,UBC13 inh,Gli-Sufu antag
CC(=O)c1ccccc1NC(=O)COC(=O)c1ccccc1NC(=O)c1ccccc1,-0.3,0.9,7.1,-6.5,5.8,-8.0,11.1,-6.3
COc1ccc(N2CC(C(=O)N[C@@H](C)C(=O)N3CCCCC3)CC2=O)cc1 (stereo not given in full),-0.4,11.1,16.2,-3.8,5.8,2.0,-1.7,-17.6
CCCCn1c(-c2cccnc2)nc2cc3[nH]c(=O)c(C(C)C)nc3cc21,3.6,-6.0,26.7,2.5,9.4,6.6,11.7,9.1
COc1ccc(CNc2nc3nc(C)c(Cl)c(C)n3n2)cc1,4.0,5.5,-46.9,-28.9,-18.0,-1.2,-3.9,-13.7
CCC[C@@H](CN1CCC[C@H]1CN1C(N)=NC[C@@H]1Cc1ccccc1)N1C[C@@H](Cc2ccccc2)N(CCc2ccc(Cl)c(Cl)c2)C1=N,-4.9,-9.4,-0.5,4.1,77.7*,11.8,75.0*,4.2
CCc1ccc(N2C(=O)C3CCCN3C2=S)cc1 (stereo not given),-3.0,-0.4,12.4,-10.3,7.1,-5.0,4.9,4.1
CCCSC1=C(C#N)C(c2ccccc2OCC)CC(=O)N1 (stereo not given),8.4,8.5,-72.3,-5.4,17.9,2.5,-7.0,4.2
CCCCCC(=O)Oc1cccc(N2C(=O)C3CCCCC3C2=O)c1 (stereo not given),-2.0,-9.1,0.3,3.1,13.2,-10.4,-5.1,-1.0
O=C(NC(=S)Nn1cnnc1)c1ccccc1,0.7,-3.7,-8.2,-10.7,2.9,-0.6,-6.6,10.4
CCOC(=O)CN1C(=O)S/C(=C\c2ccc3c(c2)OCO3)C1=O,32.7,9.3,3.6,-5.9,3.4,0.4,-5.0,-2.6
O=C(Cc1ccccc1[N+](=O)[O-])N1CCOCC1,5.3,7.0,-1.2,-0.9,-11.8,-0.6,-2.4,-11.6
O=C(CSc1nnc(-c2ccc3c(c2)OCCO3)o1)NC1CCCCC1,-5.8,-5.3,18.4,5.7,-0.3,nt,0.0,nt
CCN(CC)C(=O)C1CCCN(c2ccc([N+](=O)[O-])cc2/C=N/NC(=O)c2cccc([N+](=O)[O-])c2)C1 (stereo not given),1.4,9.8,34.7,12.3,19.5,-0.2,-4.4,13.9
CN(C)c1ccc(C=NCCc2ccc(S(N)(=O)=O)cc2)cc1,-0.1,0.6,23.9,-14.3,-12.9,2.0,-0.8,0.2
CCc1cccc(NC2c3ccccc3C(=O)N2c2cccnc2)c1 (stereo not given),10.2,-14.9,-3.8,11.2,8.8,-1.7,-20.5,3.2
CCCCNC(=O)C(=O)c1ccccc1NC(C)=O,1.9,5.9,5.7,-1.5,-11.1,3.2,-1.1,5.3
CCOC(=O)Cc1csc(NC(=O)Nc2ccc(Cl)cc2)n1,-3.0,-14.2,-1.4,10.0,12.9,2.0,0.8,-6.5
CCN(CC)CCCN1C(=O)CSC1c1ccc([N+](=O)[O-])cc1 (stereo not given),11.0,-1.0,13.5,10.3,-0.8,-10.9,-2.0,8.8
COc1cccc(Cn2cccc(NC(=O)Nc3ccc(C#N)cc3)c2=O)c1,4.1,-9.9,-17.8,18.9,18.0,1.5,12.4,2.5
Cc1ccc(C)c(OC(=O)c2cncc(Br)c2)c1,9.4,-5.0,-47.6,5.6,32.7,-1.1,-5.6,3.1
Cc1ccc(S(=O)(=O)NCC(=O)OCC(=O)Nc2ncc(Cl)cc2Cl)cc1,-2.4,-0.6,2.4,9.1,6.7,-3.6,-5.9,5.3
CN1CCN(NC(=O)c2cc(S(=O)(=O)Nc3ccc(Cl)cc3)ccc2Cl)CC1,-2.3,-2.1,-6.6,-8.9,2.9,-8.1,1.0,5.9
Cc1cc(S(=O)(=O)Nc2cccc([N+](=O)[O-])c2)c(C)s1,1.1,-0.5,-2.7,-17.3,9.1,-1.4,-4.9,1.1
N#Cc1cc(-c2ccccc2)nnc1Oc1ccccc1,2.3,-1.3,-13.3,3.1,-6.4,-3.8,-4.6,-13.3
Cc1cc(C(F)(F)F)c(C#N)c(N2CCOCC2)n1,4.6,2.8,3.7,10.0,-4.6,-5.2,2.6,0.4
Cc1ccc(Sc2ncccc2C(=O)NC2CCCCCC2)cc1C,2.0,-1.6,3.2,0.3,9.0,-10.2,-2.8,0.6
NC(=O)Nc1ccc(Nc2ccccc2)cc1,8.5,-0.1,24.9,-13.3,0.8,4.3,-3.4,-5.5
O=[N+]([O-])c1ccc(S(=O)(=O)N/N=C/c2ccc3c(c2)OCO3)cc1,-3.0,3.1,18.2,-0.8,9.4,-1.5,-6.0,-12.8
Cc1ccc(N(CC(=O)Nc2ccc(S(=O)(=O)N3CCOCC3)cc2)S(C)(=O)=O)cc1C,0.0,6.8,3.6,1.0,11.0,2.5,3.1,3.4
CCN(C(=O)/C=C/c1ccccc1)C1CCCCC1,-2.0,7.8,2.0,1.3,11.0,-4.4,0.8,-15.0

# Limited to UBC13 inh, SENP8 inh and Gli-Sufu antag, for some of the entries so far:
SMILES,UBC13 inh,SENP8 inh,Gli-Sufu antag
Cc1ccc(C)c(OC(=O)c2cncc(Br)c2)c1,-5.6,-5.0,3.1
CCN(CC)CCCN1C(=O)CSC1c1ccc([N+](=O)[O-])cc1 (stereo not given),-2.0,-1.0,8.8
Cc1ccc(Sc2ncccc2C(=O)NC2CCCCCC2)cc1C,-2.8,-1.6,0.6
Cc1cc(S(=O)(=O)Nc2cccc([N+](=O)[O-])c2)c(C)s1,-4.9,-0.5,1.1
O=[N+]([O-])c1ccc(S(=O)(=O)N/N=C/c2ccc3c(c2)OCO3)cc1,-6.0,3.1,-12.8
CCN(C(=O)/C=C/c1ccccc1)C1CCCCC1,0.8,7.8,-15.0

# Other results:
SMILES,SENP7 inh,SENP8 inh,697 NFkB inh,Jurkat NFkB inh,Apaf-1 inh,HKDC1 inh,UBC13 inh,Gli-Sufu antag
CCOC(=O)c1nc2ccccc2c(=O)[nH]1,2.1,-8.0,-5.9,-15.0,-17.1,17.3,1.1,-13.4
COC(=O)c1ccc(NC(=O)C(=O)N2CCN(C(=S)Nc3ccc(OC)cc3)CC2)cc1,8.0,0.6,4.0,5.8,7.6,-9.8,-0.1,-1.3
Cc1ccccc1CC1S/C(=N/N=C/c2ccco2)NC1=O (stereo not given),-7.9,-11.3,-26.3,-9.9,7.7,nt,-15.1,nt
CC1CCN(S(=O)(=O)c2ccc(Cl)cc2Br)CC1,-1.3,-6.3,2.1,6.1,-1.9,3.6,0.1,6.0
CCCn1c(N)c(C(=O)CSc2nnc3n2CCCCC3)c(=O)[nH]c1=O,-5.9,6.2,7.2,0.4,-8.0,-3.0,2.5,0.2
O=C(NC(=S)Nc1ccc(Br)cc1)C1CCCCC1,-1.7,13.4,-10.4,-23.0,3.5,-1.8,7.9,-40.3
Cc1ccc(-c2csc(NC(=O)c3ccco3)n2)cc1C,40.0,16.6,-103.4,-78.5,16.0,-1.6,0.5,-88.7
CN(C(=O)c1cccc(NC(=O)C2CCN(C(=O)OC(C)(C)C)CC2)c1)C1CCCCC1,7.0,5.3,-7.4,5.7,17.4,-4.0,1.0,-8.4
CC(=O)Nc1ccc(NC(=O)C2CC(=O)N=C(N)S2)cc1 (stereo not given),11.3,8.3,-5.3,0.4,-8.2,-2.5,2.5,7.0
Cc1[nH]nc(SCC(=O)Nc2cccc(O)c2)c1[N+](=O)[O-],12.3,1.6,6.7,-11.2,-2.2,3.9,4.0,-0.5
Cc1ccc(C(=O)NCCCNC(=O)c2ccco2)cc1,-0.1,4.0,10.7,3.8,2.4,-1.7,4.3,2.7
Cc1nnc(SCC(=O)NC2CCCC2)n1CCc1ccccc1,7.1,1.1,18.3,14.3,-2.1,-1.6,7.2,-25.1
Cc1ccc(OCCC(=O)OCC(=O)Nc2ccc(N3CCOCC3)cc2)cc1,-5.7,-6.1,2.2,-21.3,13.6,-7.7,-8.4,-10.5
Cc1cc(=O)oc2cc(OCC(=O)Nc3ccccc3C(=O)O)ccc12,2.9,3.3,8.0,8.4,-3.8,10.2,2.3,32.7
C/C(N)=C(/C#N)C(=O)CSc1nc(C2CCCCC2)n(-c2ccccc2)n1,-5.4,-5.0,-6.5,-22.0,4.8,-3.6&0.0,-0.8,11.6&13.3

# Complete entries, quoted from the list.
# Record of CCCn1c(N)c(C(=O)CSc2nnc3n2CCCCC3)c(=O)[nH]c1=O : SENP7 inh = -5.9; SENP8 inh = 6.2; 697 NFkB inh = 7.2; Jurkat NFkB inh = 0.4; Apaf-1 inh = -8.0; HKDC1 inh = -3.0; UBC13 inh = 2.5; Gli-Sufu antag = 0.2
# Record of Cc1nnc(SCC(=O)NC2CCCC2)n1CCc1ccccc1 : SENP7 inh = 7.1; SENP8 inh = 1.1; 697 NFkB inh = 18.3; Jurkat NFkB inh = 14.3; Apaf-1 inh = -2.1; HKDC1 inh = -1.6; UBC13 inh = 7.2; Gli-Sufu antag = -25.1

# Continued.
SMILES,SENP7 inh,SENP8 inh,697 NFkB inh,Jurkat NFkB inh,Apaf-1 inh,HKDC1 inh,UBC13 inh,Gli-Sufu antag
CCCn1c(N)c(N(CCOC)C(=O)c2cccc(F)c2)c(=O)[nH]c1=O,6.0,-2.5,3.5,-4.1,9.1,4.0,0.6,7.0
CCN(CC)c1ccc(C(=O)OCC(=O)NC2CCCCC2C)cc1 (stereo not given),-3.6,-0.5,5.0,9.0,7.1,-0.8,3.3,2.6
Cc1c[n+]([O-])ccc1Oc1ccc([N+](=O)[O-])cc1,-0.5,0.0,29.4,-7.8,-3.9,-2.2,-9.6,-7.8
O=C(COC(=O)c1ccccn1)Nc1ccccc1OC(F)F,2.0,3.7,13.1,-10.2,-11.5,-5.6,-1.3,-0.9
CCC(C(=O)Nc1ccccc1C(=O)N1CCCC1)N1C(=O)c2ccccc2C1=O (stereo not given),6.8,-1.7,-1.5,-16.6,3.3,-4.8,0.2,20.8
COCC(=O)N1CCC(Oc2ccc(C(=O)N3C[C@@H]4CCC[C@H]3C4)cc2)CC1,5.5,-1.4,-9.0,2.2,-3.9,-4.5,-4.2,-14.8
Cc1cc(C)cc(Nc2nc(-c3ccc(S(=O)(=O)N4CCCC4)cc3)cs2)c1,-4.5,-7.7,-16.8,27.9,3.5,3.6,-10.6,-1.9
CC(C)NC(=O)c1ccccc1S(=O)(=O)c1ccccc1C#N,-2.4,2.0,23.1,14.0,-9.0,5.0,2.0,-1.2
CCOCc1nnc(NC(C)=O)s1,-1.1,-5.1,20.9,-2.7,0.7,-5.3,-6.7,-1.9
CCOC(=O)c1cnc(-n2nc(C)cc2C)nc1NCc1ccccc1,-3.9,4.7,-3.2,-5.0,16.5,2.7,12.5,23.9
O=C(O)C1C2C=CC(C2)C1C(=O)NC1CCS(=O)(=O)C1 (stereo not given),-3.8,0.6,9.7,9.3,-4.2,-7.6,10.9,2.8
N#CCSc1nc(-c2ccccc2)cs1,13.4,-7.9,-12.8,-7.8,-11.4,3.0,1.4,-15.4
C=CCNC(=O)c1onc(CSc2ccc(F)cc2)c1C(=O)NCC=C,5.8,3.5,7.6,-0.2,1.8,-2.0,3.0,24.6
O=C(NCc1cc([N+](=O)[O-])ccc1O)c1cccnc1Sc1ccccc1Cl,-5.0,-7.9,-18.2,-1.7,7.3,-0.5,-5.7,6.2
CCOC(=O)NC(=O)c1cn(Nc2ccccc2C(F)(F)F)c(=O)[nH]c1=O,-4.5,1.9,8.7,8.0,-15.6,-6.6,-0.6,-0.1

# This is a random part of the collection; 3.6% or so of the library scored in one or more.
